Screening data as filed in PubChem BioAssay.
Epigenetic reg – regulators of epigenetic silencing causing reporter derepression in mouse cells; murine LDR cells, GFP reporter derepression, 30 h; Potency, µM (top dose mostly 53.9 µM), for the others: at the top dose GFP activation, usual class: activators; 280,000 compounds, 0.2% hits; AID 1865; note: potency is the fitted concentration of half-maximal effect; % of control where 0% means no effect; nearly all actives have a fitted effect of over 60% in size
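Murine LDR cells carrying a silenced, genomically integrated CMV-driven GFP reporter were exposed to compound for 30 hours at 37 C. After PBS washes, GFP-positive cells (20–120 um objects) were counted by laser-scanning microplate cytometry.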
HttQ103 aggreg – reduces HttQ103-GFP aggregates in PC12 cells; PC12 HttQ103-GFP aggregates, Acumen cytometry, 40 h; Potency, µM (top dose mostly 46.1 µM), for inactives: at the highest dose activity change, negative = inhibition, actives largely listed as inhibitors; 220,000 compounds, 1.1% hits; AID 1688; note: potency is the fitted concentration of half-maximal effect; % is set by controls: 0 for no effect and ±100 for the full control effect; nearly all actives have a fitted effect of over 60% in size
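Using laser scanning cytometry, GFP-positive aggregates were counted after lysis of PC12 cells induced with 100 nM tebufenozide to express HTT exon 1 Q103–GFP. Compounds were tested in titration.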
KinaseGlo FLuc – blocks Kinase-Glo luciferase, a counter-screen artifact | Q27757 | AID 1379 | Potency, µM (doses to about 38.3 µM), for inactives: top-dose activity change, negative = inhibition, hits mostly inhibitors | 200,000 compounds, 0.28% hits | Kinase-Glo luciferase, ATP luminescence, 8 min; note: potency is the fitted concentration of half-maximal effect; % is set by controls: 0 for no effect and ±100 for the full control effect; nearly all actives have a fitted effect of over 60% in size
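Compound is pinned into ATP-containing buffer (10 uM ATP, imidazole pH 7.2, 7 mM MgCl2). Kinase-Glo luciferase reagent is then added. Light output is recorded following an 8-min room-temperature incubation.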
CBFb-RUNX1 inh – blocks binding between human CBF-beta and RUNX1. Q01196+Q13951. AlphaScreen CBFb-His/RUNX1-biotin binding, biochemical. Potency, µM (series often up to 59.8 µM), for inactives: at the highest dose activity, negative = inhibition, usual class: inhibitors. 230,000 tested, under 10 active; note: % of control where 0% means no effect
Target sequence (Q01196 whole entry, looked up): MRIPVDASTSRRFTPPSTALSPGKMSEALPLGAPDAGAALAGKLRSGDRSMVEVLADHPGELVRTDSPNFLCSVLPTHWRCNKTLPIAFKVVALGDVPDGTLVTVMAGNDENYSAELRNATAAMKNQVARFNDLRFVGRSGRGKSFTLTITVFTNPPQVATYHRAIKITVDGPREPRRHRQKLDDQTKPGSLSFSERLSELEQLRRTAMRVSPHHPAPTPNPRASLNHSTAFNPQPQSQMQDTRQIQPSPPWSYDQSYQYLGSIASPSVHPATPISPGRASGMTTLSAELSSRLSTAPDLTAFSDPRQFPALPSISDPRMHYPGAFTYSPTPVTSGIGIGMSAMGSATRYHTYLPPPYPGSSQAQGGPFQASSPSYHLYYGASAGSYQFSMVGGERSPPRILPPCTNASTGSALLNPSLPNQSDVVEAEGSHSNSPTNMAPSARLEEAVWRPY
Target sequence (Q13951 whole entry, looked up): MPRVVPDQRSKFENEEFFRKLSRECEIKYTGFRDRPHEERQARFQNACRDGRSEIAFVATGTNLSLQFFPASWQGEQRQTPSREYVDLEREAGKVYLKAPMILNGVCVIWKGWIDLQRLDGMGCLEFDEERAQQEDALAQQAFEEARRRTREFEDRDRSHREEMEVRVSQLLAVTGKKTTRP
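Room-temperature protein-protein interaction test with 30 nM each of His-tagged CBF-beta and biotinylated RUNX1, 15 min with compound, then 90 min with nickel plus streptavidin beads. Signal read in AlphaScreen mode.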
L3MBTL1 inh – L3MBTL1 (human) inhibition | Q9Y468 | AlphaScreen L3MBTL1–H3K9me1 peptide binding | Potency, µM (highest dose often 57.1 µM), for inactives: at the top dose activity, negative = inhibition, actives largely listed as inhibitors | 230,000 compounds, 0.66% hits | AID 485360; note: potency is the fitted concentration of half-maximal effect; % is set by controls: 0 for no effect and ±100 for the full control effect; nearly all actives have a fitted effect of over 60% in size
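AlphaScreen assay: L3MBTL1 (50 nM final) was preincubated 30 min at room temperature with biotinylated H3(1-15)K9me1 peptide (75 nM final), then 30 min with library compounds; streptavidin donor and nickel chelate acceptor beads (10 ug/mL final) added, 30 min dark.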
NPSR antagonist – blocks cAMP signaling of the human neuropeptide S receptor | Q6W5P4 | AID 1461 | Potency, µM (doses to about 38.3 µM), without a hit: at the highest dose activity change, negative = inhibition, usual class: inhibitors | CHO-NPSR cells, cAMP TR-FRET, antagonist mode | 220,000 compounds, 1% hits; note: potency is the fitted concentration of half-maximal effect; % is set by controls: 0 for no effect and ±100 for the full control effect; nearly all actives have a fitted effect of over 50% in size; many of its hits are not listed in these tables
Target sequence (Q6W5P4 whole entry, looked up): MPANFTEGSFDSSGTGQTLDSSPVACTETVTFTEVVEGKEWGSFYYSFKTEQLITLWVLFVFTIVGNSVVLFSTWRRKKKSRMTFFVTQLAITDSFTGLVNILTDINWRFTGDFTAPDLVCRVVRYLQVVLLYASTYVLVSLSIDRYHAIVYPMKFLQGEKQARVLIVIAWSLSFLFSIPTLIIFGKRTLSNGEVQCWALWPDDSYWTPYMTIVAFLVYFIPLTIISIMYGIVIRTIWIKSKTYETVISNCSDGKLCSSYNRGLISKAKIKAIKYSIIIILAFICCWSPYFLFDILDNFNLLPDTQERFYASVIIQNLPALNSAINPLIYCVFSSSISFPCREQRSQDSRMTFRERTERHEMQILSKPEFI
IMPase Li cell – cell-permeable IMPase inhibitors with lithium potentiation; 210,000 compounds, 0.35% hits; Potency, µM (doses to about 59.4 µM), for inactives: at the highest dose activity, negative = IMPase inhibition, usual class: inhibitors; CHO-M1 cells, IP1 TR-FRET (IP-One), carbachol + lithium; AID 1457;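 note: IP1 builds up when IMPase is blocked and the TR-FRET signal falls; potency is the fitted concentration of half-maximal effect; plate controls were basal vehicle for no effect and high inhibitor control for full effect; nearly all actives have a fitted effect of over 50% in size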
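Readout is a homogeneous TR-FRET IP1 immunoassay (Ex 320, Em 665 and 620), where raised cytosolic IP1 lowers signal. Cells were CHO-M1 treated 30 min at 37C with test compounds plus a little lithium; AC50 values came from Hill-equation fitting.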
An asterisk follows results filed as active; ? = inconclusive; . = not tested or not shown; & = joins results of further samples; [ ] = another dose, or the depositor's remark. Calls come from the whole dose curve; as a rule, active = well fitted curve in the direction sought with a large enough effect; inconclusive = small, poorly fitted or top-dose-only effect, or another doubt; inactive = no such curve, though single readings can be large; an effect the other way counts as inactive or inconclusive. Some of the compounds tested; rates above refer to the full screens.

Every second line gives: IMPase Li cell, NPSR antagonist, CBFb-RUNX1 inh, HttQ103 aggreg, Epigenetic reg, KinaseGlo FLuc, L3MBTL1 inh
> CC(C)C(=O)NCCc1nc2ccccc2n1CCc1ccccc1
    10%, 1%, 2%, 11%, -1.9%, 1%, -2%
> Clc1ccccc1-c1nc(-c2ccncc2)no1
    2%, -6%, 0%, 10%, 3.1%, -8%[7.66 µM], 20%
> O=C(O)c1ccc(CSc2nnc(SCc3ccccc3)s2)cc1
    -1%[38.3 µM], -6%[46.1 µM], 1%, -12%, -1.1%, -3%, 6%
> CCCCNc1nc2ccccc2nc1Cl
    -1%, ?, 10%, 2%[9.22 µM], -0.2%, 1%, 65%[activator]
> O=C(Nc1ccc(F)c(Cl)c1)Nc1cnccn1
    -1%, -2%, -4%, -6%[9.22 µM], -8.0%, -1%, 6%
> Cc1ccc2c(Cl)cc(Cl)c(OCC(=O)NC(=O)NCc3ccco3)c2n1
    32%[activator][38.3 µM], -13%[46.1 µM], 0%, -1%, -5.7%, -1%, -4%
> COc1ccc(C2CC(C)=NN2C=O)cc1OC (stereo unspecified)
    4%[38.3 µM], 0%[46.1 µM], -2%, 12%, 1.1%, 3%, -1%
> COc1ccc(C(C)=O)cc1CSCCC(=O)O
    -2%[38.3 µM], -11%[46.1 µM], 5%, 17%, -1.1%, 1%, 1%
> O=C(CN1CCC(N2CCCCC2)CC1)N1CCOCC1
    8%, 6%, 15%, 30%, 1.4%, 2%, 2%
> O=C(O)Cc1ccc(N=Nc2c(O)c(C(=O)O)cc3ccccc23)cc1
    ., 5%, ., -15%[9.22 µM], 3.5%, ., 25µM*
> CC1(OC(=O)c2cccs2)C(=O)C=C2C=C(c3ccc(C#N)cc3)OC=C2C1=O (stereo unspecified)
    14%&17%, ., 7%&-2%, ., -1.1%&-1.1%, -1%&-3%, .
> CCN(CC)S(=O)(=O)c1cccc(-c2nnc(SCC(N)=O)n2CCc2ccccc2)c1
    2%, -14%[46.1 µM], -6%, 9%, 5.0%, 1%, 7%
> CN(C)CCCCOc1ccc(Br)cc1Cl
    7%, 1%, 5%, 17%[9.22 µM], -0.9%[10.1 µM], 3%, -12%
> O=C(c1ccc(S(=O)(=O)N2CCOCC2)cc1)N1CCN(S(=O)(=O)c2ccc(Cl)s2)CC1
    ., 8%, 2%, -21%[9.22 µM], 1.6%, ., 2%
> Cc1cccc(NC(=O)CN2CCN(CC(=O)Nc3cccc(C)c3)CC2)c1
    0%[38.3 µM], -17%[46.1 µM], -3%, 14%, 4.2%, 1%, 3%
> CCO/N=C(/c1nonc1N)N1CCN(c2ccc([N+](=O)[O-])cc2)CC1
    9%[38.3 µM], -29%[46.1 µM], -5%, -3%, ?, -2%, .
> O=C1/C(=C/c2ccc(F)cc2)CCC1C1CCCC1 (stereo unspecified)
    7%, -19%, 10%, -9%, -2.2%, -4%, 2%
> CC1(C)O[C@@H]2[C@@H](CO[C@@]3(COS(N)(=O)=O)OC(C)(C)O[C@@H]23)O1
    ., 2%, 8%, ., 2.1%, ., .
> O=C(NN1C(=O)c2ccccc2NC1c1ccccn1)c1ccc([N+](=O)[O-])cc1 (stereo unspecified)
    2%, 11%, -4%, -12%, -1.1%, -1%, -3%
> Cc1nc(SC(C)C(=O)Nc2cccc(C(F)(F)F)c2)c2c(C)c(C(=O)O)sc2n1 (stereo unspecified)
    ., ?, 13%, -18%[9.22 µM], -1.0%, ., .
> O=C(NCc1ccc(F)cc1)N[C@@H](Cc1ccccc1)C(=O)O
    -5%[38.3 µM], -27%[46.1 µM], 3%, -8%, -0.8%, 5%, -3%
> O=C(Cc1c(Cl)cccc1Cl)Nc1cccc(S(=O)(=O)N2CCOCC2)c1
    0%, -28%, -5%, 1%, -2.2%, -2%, .
> COc1ccc(OC)c2[nH]c(=O)c(CCNC(=O)c3ccc4c(c3)OCO4)cc12
    -8%, 5%, 13%, 7%, 1.6%, 13%, .
> O=C(NC1(C(F)(F)F)NC(=O)N(c2ccccc2F)C1=O)c1ccncc1 (stereo unspecified)
    -4%, 12%, 0%, -2%, 0.0%, 5%, 6%
> COc1ccc(C(c2nnnn2Cc2cccs2)N2CCC(C(N)=O)CC2)c(OC)c1 (stereo unspecified)
    -15%[38.3 µM], -9%[46.1 µM], 5%, 24%, -1.9%, -5%, 6%
> COC(=O)c1ccc(/C=N/NC(=O)CC(=O)NCC(C)C)cc1
    34%[activator][38.3 µM], -2%[46.1 µM], 14%, -4%, 10%, 2%, -9%
> COc1ccc(O)c(C=NCC(C)N=Cc2cc(OC)ccc2O)c1 (stereo unspecified)
    -9%, -20%, 3%, -10%, -0.1%, 0%, .
> CCN(C(=O)CSc1nnc2c3ccccc3n(CC)c2n1)C1CCS(=O)(=O)C1 (stereo unspecified)
    2%, 12%, -4%, -10%, 1.1%, -1%, -2%
> C=CCn1c(SCc2c(C(=O)OC)sc(N)c2C(=O)OC)nnc1-c1ccc(Cl)cc1
    16%[38.3 µM], ?, -13%, -18%, 1.7%, -2%, .
> COC(=O)C1CCN(CC(=O)Nc2ccc(OC)c(Cl)c2)CC1
    1%, 4%, -1%, 3%, 0.9%, 1%, -8%
> COC(=O)[C@H](Cc1ccccc1)NC(=O)N(C)Cc1ccccc1
    ., 8%, 10%, 22%[9.22 µM], -0.9%, ., 4%
> CCc1ccc(OCC(=O)NNC(=O)Cc2cccs2)cc1
    -7%, 16%, -8%, 8%, 0.0%, -5%, -3%
> Cc1ccc(Cl)cc1N=C(N)N=C(N)N
    8%, 16%, 5%, -20%, 2.3%, -4%, -7%
> O=c1[nH]c2c(cc1CNCCN1CCOCC1)c(-c1cccc(F)c1)nn2-c1ccccc1
    -13%[38.3 µM], 19%[7.67 µM], -4%, -32%, -9.7%, 1%, -3%
> COc1ccc(C2Sc3nncn3N2Cc2ccc(C#N)cc2)cc1 (stereo unspecified)
    -7%[38.3 µM], -3%[46.1 µM], ?, 23%, -1.1%, -8%, 4%
> Oc1cccc(NC(=S)Nc2ccc(SC(F)F)cc2)c1
    4%, 7%, 0%, -2%, 1.0%, -3%, 0%
> CC1Cc2ccccc2N1C(=O)c1cc2sccc2n1Cc1ccc(F)cc1 (stereo unspecified)
    12%, ?, 7%, ?, -0.8%, 4%, 0%
> CC1=NNC(=O)C1CCC(=O)N/N=C\c1cccc(Cl)c1 (stereo unspecified)
    -7%, 7%, 2%, 0%, 0.0%, 1%, 0%
> Cc1cccc(N2CCN(C(=O)C(C)n3nc(C)n4c(cc5occc54)c3=O)CC2)c1C (stereo unspecified)
    -2%[38.3 µM], ?, -1%, ?, -2.3%&2.6%, 0%, .
> CC(C)c1cc(NCCCN2CCOCC2)n2c(nc3ccccc32)c1C#N
    8%, 2%[46.1 µM], 13%, -4%, -1.1%, 1%, 7%
> CCCn1c(-c2ccc(F)cc2)nc2c(NCCN3CCCCC3)nc(C)nc21
    -2%, ., 17%, ., 0.6%, -4%, .
> O=S(=O)(NCc1c(Cl)cccc1Oc1ccccc1)c1ccccc1
    ., -35%, ?, 2%[9.22 µM], 0.0%, ., 11%
> O=C(Nc1nnc(C23CC4CC(CC(C4)C2)C3)s1)c1ccc(N2C(=O)CCC2=O)cc1
    23%[38.3 µM], -19%[46.1 µM], 10%, 6%, -0.8%, 1%, ?
> Cc1cc(C(=O)OCC(=O)N2CCN(c3ccccc3)CC2)c2ccccc2n1
    16%[38.3 µM], -13%[46.1 µM], -14%, 1%, 1.3%, 1%, -6%
> CCOC(=O)C1CCCN(CCC(=O)Nc2cc(C)ccc2C)C1 (stereo unspecified)
    15%, 2%, 2%, ., 1.1%, -4%, 0%
> COc1ccc(S(=O)CC(=O)Nc2ccc(Cl)cc2Cl)cc1 (stereo unspecified)
    -2%, 5%, 3%, 5%, 2.3%, -1%, 5%
> O=C(COC(=O)c1ccncc1)NCCCc1ccccc1
    -6%, 19%, 3%, 8%, -1.7%, -1%, 10%
> CN(C)S(=O)(=O)c1ccc(Cl)c(NC(=O)COC(=O)C2CCCO2)c1 (stereo unspecified)
    ., -2%, 8%, -10%[9.22 µM], -0.9%, ., .
> COc1ccc(CN(CC2CCCO2)C(=O)CN2C(=O)C(C)Oc3ccc(C)cc32)cc1OC (stereo unspecified)
    6%, -3%[46.1 µM], -4%, -10%, 0.1%, 0%, -3%
> Cc1nnc(SCC(=O)Nc2ccc3c(c2)OCO3)n(N)c1=O
    -3%, 19%, 4%, 1%, 1.1%, -3%, .
> O=C(N1CCOCC1)N1CCN(C(c2ccccc2)c2ccccc2)CC1
    -6%[38.3 µM], -11%[46.1 µM], 1%, -16%, -2.0%, -7%, -6%
> Cc1csc(NC(=O)CCC(=O)c2cccs2)n1
    -4%, -6%, -1%, 23%, 0.4%, -4%, .
> CCCc1cc(C(=O)Nc2cc(C)nn2-c2ccccc2)no1
    6%[38.3 µM], -5%[46.1 µM], 8%, 19%, 0.2%, -3%, 5%
> COc1ccc(N(CC(=O)NCc2ccccc2OC)S(=O)(=O)c2ccccc2[N+](=O)[O-])c(OC)c1
    21%, 31%, -2%, 5%[9.22 µM], 0.1%, 1%, -6%
> O=C(Nc1cccnc1)c1ccc(COCC(F)(F)F)cc1
    27%[38.3 µM], -1%[46.1 µM], 13%, 6%, -5.5%, 3%, 5%
> Cc1ccccc1N=C1NC(=O)/C(=C/c2cccn2C)S1
    ., ?, ?, -15%[9.22 µM], 0.1%, ., ?
> COc1ccc(OC)c(N/C=C/C(=C(C#N)C#N)N(C)C)c1
    -3%, 14%, 4%, 32%, 0.5%, -2%, 2%
> Cc1onc(-c2ccccc2)c1C(=O)Nc1c(C)n(C)n(-c2ccccc2)c1=O
    0%[38.3 µM], 0%[46.1 µM], 6%, 8%, 0.0%, 2%, 13%
> CCCNC(=O)Nc1ccc2c(c1)nc(C)n2C
    -9%[38.3 µM], -1%[46.1 µM], -3%, -1%, -1.2%, -5%, -2%
> N/C(=N\OC(=O)c1ccco1)c1ccccc1
    -6%, 10%[46.1 µM], -9%, -28%, 1.2%, ?, 3%
> Cc1ccsc1C=Nc1ccc(O)cc1
    -2%[38.3 µM], -15%[46.1 µM], ?, ?, ?, -7%, ?
> CC(=O)Nc1ccc(/C=N/NC(N)=S)cc1
    -6%, ., -3%, -3%&10%, -1.6%, 3%[39.9 µM], .

Given as tab-separated lines: two of the compounds above
canonical_smiles	IMPase Li cell	NPSR antagonist	CBFb-RUNX1 inh	HttQ103 aggreg	Epigenetic reg	KinaseGlo FLuc	L3MBTL1 inh
O=C(Nc1cccnc1)c1ccc(COCC(F)(F)F)cc1	27%[38.3 µM]	-1%[46.1 µM]	13%	6%	-5.5%	3%	5%
Cc1ccccc1N=C1NC(=O)/C(=C/c2cccn2C)S1	.	?	?	-15%[9.22 µM]	0.1%	.	?
